# Screening results: PubChem BioAssay, National Center for Advancing Translational Sciences (NCATS)
# Anesthetic bind – qHTS Assay for Identification of Novel General Anesthetics; Ferritin light chain (Equus caballus), P02791; apoferritin/1-aminoanthracene competitive binding, fluorescence; Potency, µM (highest dose often 77.5 µM), for the others: at the top dose activity change, negative = displacement, actives largely listed as inhibitors; 350,000 compounds, 0.074% hits; AID 485281, 2010; also: potency is read from the fitted curve at half-maximal effect; % is scaled to controls: 0 for no effect and ±100 for the full control effect; nearly all actives have a fitted effect of over 20% in size
#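 Probe: 1-aminoanthracene (50% saturated, PBS). Protein: horse-spleen apoferritin, 10 uM. Incubation: 10 min, room temperature. Detection: 380 nm excitation, 535 nm emission. Analysis: normalized response, four-parameter Hill.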
# RXFP1 antagonist – qHTS Assay for Antagonists of the Relaxin Receptor RXFP1 | Relaxin receptor 1 (Homo sapiens), Q9HBX9 | HEK293-RXFP1, relaxin-stimulated cAMP HTRF, 30 min; active compounds read low | activity change, negative = inhibition, % at 57.5 µM | 350,000 compounds, 0.59% hits | AID 1259400, 2018;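 active = activity change of -60% or lower, but not beyond a set lower limit; inconclusive = change between -60% and -40%, or beyond the set limit; inactive = change above -40%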; also: % is scaled to controls: 0 for no effect and ±100 for the full control effect
# POLB inh – qHTS Assay for Inhibitors of DNA Polymerase Beta; Pol beta primer extension/strand displacement, fluorescence kinetic; Potency, µM (highest dose often 114 µM), without a hit: top-dose activity change, negative = inhibition, usual class: inhibitors; 340,000 compounds, 1.3% hits; AID 485314, 2010; also: potency is read from the fitted curve at half-maximal effect; % is scaled to controls: 0 for no effect and ±100 for the full control effect
#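 Human Pol beta at 10 nM; strand-displacement substrate 50 nM final. Compound exposure 15 min at room temperature before start, reaction 10 min at room temperature.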
# Pol kappa inh – qHTS for Inhibitors of Polymerase Kappa | AID 588579, 2011 | Potency, µM (highest dose often 107 µM), for inactives: top-dose activity, negative = inhibition, actives largely listed as inhibitors | 400,000 compounds, 0.53% hits | purified Pol kappa, fluorescent DNA synthesis assay, 10 min | DNA polymerase kappa (Homo sapiens), Q9UBT6; also: potency is read from the fitted curve at half-maximal effect; % is scaled to controls: 0 for no effect and ±100 for the full control effect
#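 50 nM final substrate added after 15 min RT preincubation of 10 nM Pol kappa with compound; fluorescence read at 0 and 10 min.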
# PGK inhibitor – qHTS Assay to Find Inhibitors of Phosphoglycerate Kinase. Phosphoglycerate kinase, glycosomal (Trypanosoma brucei brucei), P07378. PGK/GAPDH coupled, Kinase-Glo luminescence, 60 min. Potency, µM (titrated, usually from 57.5 µM), for the others: at the top dose activity change, negative = inhibition, hits mostly inhibitors. 380,000 compounds, 0.043% hits. AID 602233, 2012; also: potency is read from the fitted curve at half-maximal effect; % is scaled to controls: 0 for no effect and ±100 for the full control effect; nearly all actives have a fitted effect of over 60% in size
#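 Recombinant glycosomal PGK reaction used 1,3-bisphosphoglycerate generated in-well by GAPDH (100nM final) in 100mM TEA pH 7.6, 5mM MgCl2, 0.01% Tween-20. After 60 minutes at room temperature, ATP was read by Kinase-Glo Plus luminescence end-point.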
# POLH inh – qHTS for Inhibitors of Polymerase Eta; 390,000 compounds, 1.2% hits; recombinant Pol eta, fluorescent DNA replication assay; DNA polymerase eta (Homo sapiens), Q9Y253; Potency, µM (series often up to 114 µM), for inactives: at the highest dose activity change, negative = inhibition, actives largely listed as inhibitors; AID 588591, 2011; also: potency is read from the fitted curve at half-maximal effect; % is scaled to controls: 0 for no effect and ±100 for the full control effect
#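 Pol eta at 10 nM preincubated with compounds 15 min at room temperature; reaction started with fluorescent substrate (50 nM final) and read kinetically at 0 and 10 min.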
# APEX1 inh – qHTS Assay for Inhibitors of the Human Apurinic/apyrimidinic Endonuclease 1 (APE1) | DNA repair nuclease/redox regulator APEX1 (Homo sapiens), P27695 | 350,000 compounds, 0.35% hits | recombinant APE1, TAMRA/BHQ-2 abasic DNA cleavage fluorescence | Potency, µM (top dose mostly 65.8 µM), for the others: at the highest dose activity change, negative = inhibition, usual class: inhibitors;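 also: potency is read from the fitted curve at half-maximal effect; plate controls were vehicle for no effect and reference inhibitor for full effect; nearly all actives have a fitted effect of over 55% in size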
# Target sequence (P27695 whole entry, looked up): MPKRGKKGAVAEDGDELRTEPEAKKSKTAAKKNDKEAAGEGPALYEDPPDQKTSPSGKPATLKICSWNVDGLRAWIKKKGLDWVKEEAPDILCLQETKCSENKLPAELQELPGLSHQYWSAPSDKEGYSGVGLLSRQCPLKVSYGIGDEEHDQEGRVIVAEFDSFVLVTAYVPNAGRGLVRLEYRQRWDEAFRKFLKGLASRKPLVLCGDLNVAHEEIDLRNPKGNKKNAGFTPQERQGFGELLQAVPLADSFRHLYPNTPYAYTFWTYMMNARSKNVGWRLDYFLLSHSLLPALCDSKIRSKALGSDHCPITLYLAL
#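 Quantitative HTS: incision of a TAMRA/BHQ-2 double-stranded substrate bearing a tetrahydrofuran abasic site by 0.75 nM APE1 raises fluorescence. Substrate 50 nM final, added after 15 min compound preincubation at room temperature; progress as third-minus-first kinetic read difference.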
# POLI inh – qHTS for Inhibitors of Polymerase Iota; DNA polymerase iota (Homo sapiens), Q9UNA4; Pol iota fluorescent replication assay, 10 min; Potency, µM (series often up to 115 µM), without a hit: at the highest dose activity, negative = inhibition, actives largely listed as inhibitors; 390,000 compounds, 1% hits; also: potency is read from the fitted curve at half-maximal effect
# Target sequence (Q9UNA4 whole entry, looked up): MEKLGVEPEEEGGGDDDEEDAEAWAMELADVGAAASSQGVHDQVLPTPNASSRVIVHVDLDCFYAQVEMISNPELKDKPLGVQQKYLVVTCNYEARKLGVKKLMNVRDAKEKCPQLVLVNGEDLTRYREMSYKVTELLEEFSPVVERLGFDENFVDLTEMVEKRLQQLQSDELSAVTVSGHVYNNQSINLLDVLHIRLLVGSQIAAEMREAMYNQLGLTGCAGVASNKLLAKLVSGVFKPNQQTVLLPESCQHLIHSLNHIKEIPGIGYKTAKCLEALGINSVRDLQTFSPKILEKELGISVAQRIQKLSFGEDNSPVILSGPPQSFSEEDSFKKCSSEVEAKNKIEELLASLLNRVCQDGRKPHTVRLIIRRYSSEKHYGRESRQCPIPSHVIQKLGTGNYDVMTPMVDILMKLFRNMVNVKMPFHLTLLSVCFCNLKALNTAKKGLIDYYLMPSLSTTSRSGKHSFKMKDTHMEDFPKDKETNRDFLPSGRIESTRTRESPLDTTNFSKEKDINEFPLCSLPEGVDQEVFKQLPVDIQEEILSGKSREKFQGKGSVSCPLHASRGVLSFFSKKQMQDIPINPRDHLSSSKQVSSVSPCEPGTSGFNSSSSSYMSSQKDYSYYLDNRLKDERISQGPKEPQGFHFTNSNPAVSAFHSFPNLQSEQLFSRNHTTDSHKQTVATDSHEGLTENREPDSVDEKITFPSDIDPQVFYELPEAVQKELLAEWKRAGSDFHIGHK
#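 Fluorescent replication assay read twice, at 0 min and 10 min after adding 50 nM (final) substrate. Enzyme (10 nM) and compounds were first incubated 15 min at room temperature; enzyme-free buffer wells were negative controls.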
# BLM helicase inh – qHTS Assay for Inhibitors of Bloom's syndrome helicase (BLM) | RecQ-like DNA helicase BLM (Homo sapiens), P54132 | recombinant BLM DNA unwinding, fluorescence dequenching | Potency, µM (series often up to 56.1 µM), for inactives: top-dose activity change, negative = inhibition, most hits filed as inhibitors | 350,000 compounds, 0.2% hits | AID 2528, 2010;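 also: potency is read from the fitted curve at half-maximal effect; plate controls were vehicle for no effect and no enzyme for full effect; nearly all actives have a fitted effect of over 35% in size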
# Numbers without * were called inactive; i = inactive; ? = inconclusive; / = not tested or not shown; & = joins results of further samples; [ ] = another dose, or the depositor's remark. Unless noted, calls follow the shape of the dose curve; as a rule, active = well fitted curve in the direction sought with a large enough effect; inconclusive = small, poorly fitted or top-dose-only effect, or another doubt; inactive = no such curve, though single readings can be large; an effect the other way counts as inactive or inconclusive. Not all compounds are listed. The share of hits here may be higher or lower than overall.
SMILES,Anesthetic bind,RXFP1 antagonist,POLB inh,Pol kappa inh,PGK inhibitor,POLH inh,APEX1 inh,POLI inh,BLM helicase inh
Cc1cccc(N2CC(C(=O)NC3CCCCCC3)CC2=O)c1C (stereo not given),/,-5,/,-5%,i,-16%,34%,37%[activator],/
COc1ccc(C(=O)NC(=S)Nc2nc(C)c(C(=O)N(C)C)s2)cc1,-10%,21,5%,-5%,2%,-13%,-1%,-8%[58.9 µM],-13%
CCN(CC)CCNC(=O)CN1C(=O)COc2ccc(S(=O)(=O)N3CCOCC3)cc21,0%&2%,-10,10%&-12%,2%&-5%,-5%&-4%,-9%&-14%,29%,-8%&36%,0%&-7%
NC(=O)COC(=O)c1c2c(nc3ccccc13)CCCC2,-3%,-16,26%,-2%,-2%,-12%,0%,94%[activator],3%
COC(=O)[C@@H]1C[C@H]2CC[C@H](O)C[C@H]2N1Cc1ccccc1OS(=O)(=O)c1ccc(C)cc1,2%&3%,/,6%,5%,i,-25%,-4%&2%,35%[activator],1%&-7%
Nc1c(C(=O)NCc2ccccc2)c2nc3ccccc3nc2n1-c1ccc2c(c1)OCO2,0%,21,1%,-8%,/,3%,-2%,?,-7%
Cc1ccc2[nH]c3c(c2c1)CN(C(=O)CN1CCCCC1)CC3,-1%,-9,20%,-3%,2%,-16%,-2%,36%[activator],1%
CSc1ccc(/C=C/C(=O)OCC(=O)N2CCc3ccccc32)cc1,/,0,/,-7%,-2%,-1%,-12%,-7%,/
COc1ccc(CCNC(=O)Cn2cc(C(=O)c3ccc(F)cc3)c(=O)c3ccc(C)nc32)cc1OC,-13%,-6,?,?,-3%,-8%,/,?,-7%
COc1ccc(COCC(O)CN2CCOCC2)cc1OC (stereo not given),-6%,-8,17%,-1%,0%,-24%,2%,3%,-1%
Cc1ccc(-c2nnn(CC(=O)Nc3ccc(S(=O)(=O)N4CCC(C)CC4)cc3)n2)cc1,-11%,-10,35µM*,-40%,-13%,?,0%,?,-1%
CCOC(=O)c1c(NC(=O)C(=O)N/N=C/c2ccc(OCC)cc2)sc2c1CCCCC2,-8%,/,20%,5%,1%,-16%,1%,-1%,-6%
S=c1[nH]nc(-c2ccc3ccccc3n2)n1-c1ccccc1,-9%,-1,-2%,-13%,-9%,-10%,0%,8%,5%
Cc1ccccc1NC(=O)c1ccc([N+](=O)[O-])o1,-5%,-26,17%,-12%,0%,-6%,-1%,37%[activator],1%
CCOC(=O)c1ccc(NC2=CC(c3ccc(O)c(OCC)c3)N(c3ccc(C(=O)OCC)cc3)C2=O)cc1 (stereo not given),-2%,/,31%,-3%,i,6%,/,-9%,-2%
Cc1ccc(C(=O)NNC(=O)Cc2csc(-c3csc(C)n3)n2)cc1,-3%,2,-8%,11%,-2%,-8%,5%,39%[activator],-5%
Cc1ccc(C2=CC(c3ccccc3)n3ncnc3N2)cc1 (stereo not given),/,/,/,6%,10%,5%,/,7%,/
O=C1NC(=S)N/C1=C\c1ccc(Oc2ccc(C(F)(F)F)cc2[N+](=O)[O-])c(Cl)c1,4%,-5,7%,5%,-5%,-18%,9%,-4%,-4%
COc1ccc(C2C(C#N)=C(N)Oc3n[nH]c(C)c32)cc1CN1CCN(c2ccc(F)cc2)CC1 (stereo not given),-22%,-8,9%,-21%,-5%,-15%,-2%,1%,-8%
CO[C@H]1C=CO[C@@]2(C)Oc3c(C)c(O)c4c(O)c(c(C=NN5CCN(C6CCCC6)CC5)c(O)c4c3C2=O)NC(=O)C(C)=CC=C[C@H](C)[C@H](O)[C@@H](C)[C@@H](O)[C@@H](C)[C@H](OC(C)=O)[C@@H]1C,?,/,-14%,/,/,/,-11%,/,-18%
COc1cccc(-c2nnc(N(C)C(=O)C3CCOC3)s2)c1 (stereo not given),-16%,-12,0%,-6%,4%,8%,-4%,25%,-2%
Cc1ccc([N+](=O)[O-])cc1NC(=O)/C=C/C(=O)O,0%,0,5%,-8%,-5%,-14%,12%,-10%,-2%
COc1ccc(CCNC(=O)[C@H](C)N2C(=O)N3CCc4c([nH]c5ccccc45)[C@@]3(C)C2=O)cc1,-7%,4,27%,-4%,-11%,-7%,-9%,-12%,-2%
CCc1ccc(S(=O)(=O)c2nnn3c2nc(N2CCCC(C)C2)c2cc(Cl)ccc23)cc1 (stereo not given),48%[activator],-16,5%,-11%,7%,-17%,/,9%,-4%
O=C(C=C1CCN(c2ncc(C(F)(F)F)cc2Cl)CC1)NNC(=O)Nc1ccccc1,-23%,6,4%,-12%,3%,-2%,1%,10%,-2%
O=C(CSCCO)Nc1cccc(C(F)(F)F)c1,-5%,-4,-23%,-2%,-8%,-18%,3%,-12%[58.9 µM],-10%
CCn1nc(C)c(NC(=O)c2cnn3c(C(F)F)cc(-c4ccccc4)nc23)c1C,?,9,-25%,-17%,-5%,3%,1%,?,-7%
O=C(NCCOc1ccccc1F)c1ccc2c(=O)n3c(nc2c1)CCC3,/,0,/,-2%,-2%,0%,16%,-14%,/
C/C(CC(=O)Nc1ccccn1)=N\NC(=O)c1ccccc1,-6%,/,20%,/,/,/,1%,/,-8%
CCCCCCn1c(N2CCN(c3ccccc3)CC2)nc2c1c(=O)n(C)c(=O)n2C,-1%,2,2%,-12%,-2%,-26%,20%,22%,0%
Cc1cccc(NC(=O)N2C3CCCC2CC(NC(=O)C2CC2)C3)c1 (stereo not given),3%,-19,39%,-8%,3%,0%,-2%,-2%,-1%
Cn1nnnc1SCC(=O)Nc1ccc(N2CCOCC2)cc1,-10%,-7,4%,-9%,-5%,-8%,-3%,29%,-3%
Cc1cccc(C)c1OCc1cc(C(=O)NCC2CC2)no1,-18%,-3,21%,-19%,7%,-11%,5%,4%,-5%
CCOc1ccccc1NC(=O)CN1CCC(C(=O)c2ccc(F)cc2)CC1,-4%,-7,-1%,1%,4%,-24%,-3%,-13%,-9%
O=C(NN1C(=O)C2C3C=CC(O3)C2C1=O)c1cccc(Br)c1 (stereo not given),-8%,-12,49%[activator],-5%,-2%,-12%,21%,108%[activator],-2%
Cc1ccc(S(=O)(=O)N2CCCC2CO)cc1 (stereo not given),-8%,17,9%,0%,6%,-5%,-8%,12%,-1%
CC(=O)N1CCc2cc(S(=O)(=O)Nc3cccc(C(F)(F)F)c3)ccc21,?,7,-1%,-14%,-1%,-6%,-4%,-3%,-5%
CCc1ccc2nc(NC3=NCN(CCN4CCOCC4)CN3)nc(C)c2c1,-16%,/,22%,/,/,/,-6%,/,64%[activator]
O=C(CN1c2cccc3cccc(c23)S1(=O)=O)NCc1ccc(F)cc1,/,23,/,-23%,1%,-11%,-6%,27%,/
Cc1ccc(SCCNC(=S)Nc2ccc(C)c(C)c2)cc1,62%[activator],-3,14%,-16%,-5%,-10%,-8%,0%,-12%

# Random excerpt: 2 records from the list, in no set order.
SMILES,Anesthetic bind,RXFP1 antagonist,POLB inh,Pol kappa inh,PGK inhibitor,POLH inh,APEX1 inh,POLI inh,BLM helicase inh
CC(=O)N1CCc2cc(S(=O)(=O)Nc3cccc(C(F)(F)F)c3)ccc21,?,7,-1%,-14%,-1%,-6%,-4%,-3%,-5%
Cc1cccc(NC(=O)N2C3CCCC2CC(NC(=O)C2CC2)C3)c1 (stereo not given),3%,-19,39%,-8%,3%,0%,-2%,-2%,-1%

# Later entries:
SMILES,Anesthetic bind,RXFP1 antagonist,POLB inh,Pol kappa inh,PGK inhibitor,POLH inh,APEX1 inh,POLI inh,BLM helicase inh
CCCCN1C(=O)C2NN=C(C(=O)OC)C2C1=O (stereo not given),-1%,7,?,-3%,3%,-7%,2%,22%,-1%
CN(C(=O)CSc1nc2ccccc2n1CC(=O)N(C)c1ccc(F)cc1)c1ccccc1,-9%,/,1%,-10%[60.1 µM],-1%,5%,/,1%,-4%
O=C(OCCOc1ccccc1)c1n[nH]c2ccccc12,-15%,-16,16%,0%,11%,-13%,3%,55%[activator],-5%
O=C(Nc1nc2ccccc2n1CCN1CCCCC1)C1CCCCC1,-15%,0,25%,-9%,-8%,-8%,1%,4%,1%
CCOc1ccc(Cl)cc1C1=CC(=O)C[C@H](c2ccc(OC)cc2)C1,/,/,/,-10%,-7%,-7%,-8%,2%,/
COCCNC(=O)CCCn1c(=O)[nH]c2ccsc2c1=O,-2%,/,17%,2%,9%,-19%,/,17%,4%
COc1ccc(N2CC(C(=O)Nc3nccs3)CC2=O)cc1 (stereo not given),-15%,-5,28%,-2%,-8%,-10%,-2%,-4%,-3%
O=C(Cn1ncc2c(=O)oc3ccccc3c21)N1CCC(N2CCCCC2)CC1,1%,-2,11%,-2%,-6%,-19%,-2%,-5%,5%
CCOC(=O)c1ccc(NC(=O)Cn2nnc3ccccc32)cc1,-9%,-2,31%,-4%,5%,-8%,14%,-5%,-4%
COc1ccc(-c2cc(C)no2)cc1S(=O)(=O)N1CC(=O)Nc2ccccc21,-3%,-2,?,-14%,-2%,-9%,16%,9%,-2%
Cc1ccc(S(=O)(=O)Nc2ccccc2N=Cc2c(F)c(F)c(F)c(F)c2F)cc1,/,-16,/,-18%,3%,-14%,/,8%,/
COc1ccc(NC(=O)c2c(NC(=O)c3cccc(C)c3)sc3c2CCCC3)cc1,44%[activator],-9,-4%,-7%,-3%,-8%,/,8%,-4%
Cc1ccccc1NC(=O)CN1CCOCC1,-1%,1,22%,8%,-3%,4%,4%,115%[activator],-4%
